Assay outcomes deposited in PubChem by Broad Institute.
FN deposition inh: fibronectin deposition inhibition. AH1F fibroblasts, Alexa488-fibronectin deposition fluorescence, overnight. inhibition, % at 12.6 µM. 0.086% of 350,000 active;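 active means mean inhibition across replicates of 30% or more, regardless of how many single replicates reach that level; inconclusive means mean under 30% yet at least half of replicates reach 30%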;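 further: positive control wells lacked labelled fibronectin entirely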
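Material: AH1F fibroblast monolayer depositing Alexa488-labelled fibronectin into matrix | Input: 10000 AH1F cells/well | Medium: DMEM plus 2% serum, read in PBS | Reagent: Alexa488-fibronectin, 24 nM final in well | Compound dosing: One dose per compound, pinned | Schedule: 1 h adhesion, overnight exposure | Measured by: Fluorescence at 485 nm excitation, 525 nm emission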
DENV2 CPE rescue: protects cells from dengue virus 2 cytopathic effect. CPE inhibition, % at 9.99 µM. 1.7% of 350,000 active. DENV2-infected cells, cytopathic effect rescue, plate reader; in the data active means CPE inhibition above about 20%, passing the limit was not always enough; inconclusive means no clear call, values can overlap the other calls; tested in BHK-21 cells;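 further: 0% = median of neutral control wells and 100% = median of positive control wells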
CFTR F508del cor: CFTR F508del correction in bronchial cells. CFBE cells, YFP halide quenching; stimulated with forskolin plus potentiator P3; % fluorescence drop versus neutral controls. activity (quench increase), % at 7.58 µM. 0.36% of 350,000 active. AID 720511;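 active means mean added fluorescence quench of at least 8% versus neutral control, with both replicates also reaching 8%; inconclusive means only one of the mean or replicate conditions met; inactive means mean below 8% and not both replicates reaching 8%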;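 further: cells transiently co-express mutant CFTR-F508del with the halide-sensitive YFP; corrector assay measuring rescue of mutant channel to the surface after 24 h compound exposure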
GSIS activator: primary screen for activators of insulin secretion dependent on glucose, INS-1E cells, GLuc reporter luminescence; activation, % at 16.6 µM; 0.61% of 370,000 active; INS-1E GLuc reporter insulin secretion, 2-3 h;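 active means lowest replicate activation of at least 40%, so every replicate reaches that level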;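 further: 0% = median of neutral control wells and 100% = median of IBMX positive control wells; some compounds called inactive have numbers as strong as hits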
PAX8 reporter: PAX8 transcriptional activity inhibition | RMG-I TPO-luciferase reporter, SteadyGlo, 24 h | inhibition, % at 12.6 µM | 1.2% of 360,000 active | AID 652154;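 active means mean replicate inhibition at least 60% with every replicate also reaching 60%; inconclusive means only one of the two criteria is met; inactive means mean below 60% and not all replicates reaching 60%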;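 further: luciferase light reporting Pax8 driven TPO promoter activity; plate controls were median of neutral control wells for no effect and mitoxantrone controls for full effect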
EWS-Fli inh: inhibitors of EWS/Fli oncoprotein transcriptional activity. 0.67% of 350,000 active. A673 NR0B1-luciferase reporter, viability-normalised. AID 651661. inhibition, % at 12.6 µM;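 active means mean inhibition of at least 50% after viability correction, with every replicate also passing that limit; inconclusive means mean reaches 50% but only one of two replicates passes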;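 further: firefly luciferase signal divided by Alamar Blue viability fluorescence both relative to DMSO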
miR-122 sensor: miR-122 inhibition in Huh7 cells; 0.3% of 340,000 active; activation (reporter increase), % at 12.5 µM; AID 602342; Huh7 miR-122 Renilla luciferase sensor, 48 h; neutral wells = 0, positive control = 100;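 active means mean replicate activation score at least 90 and every replicate individually at or above 90; inconclusive means only one of the two criteria met; inactive means neither criterion met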;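 further: higher luciferase means less miR-122 activity so hits act as miR-122 inhibitors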
* = called active by the depositor; u = inconclusive; x = not tested or not shown; [ ] = another dose, or the depositor's remark.

SMILES | FN deposition inh | DENV2 CPE rescue | CFTR F508del cor | GSIS activator | PAX8 reporter | EWS-Fli inh | miR-122 sensor
CCCCOC(=O)c1ccc(NC(=O)c2nn(C)cc2Br)cc1 | -3 | x | x | x | -13 | x | -3
CC(C)CCN1C(Nc2ccccc2)=NC[C@@H]1Cc1ccccc1 | -5 | -8 | -1.2 | x | 6 | 3 | 3
O=C(CSc1cccc[n+]1[O-])c1cc(Cl)ccc1Cl | -1 | x | -0.4 | 2 | 18 | -19 | x
Cc1cc(/C=N/NC(=O)c2nn(C)cc2Cl)c(C)n1-c1cccc(Br)c1 | 2 | x | -2.5 | 3 | 31 | 3 | -7
COc1cccc(CNC(=O)c2ccc(C)c(S(=O)(=O)N3CCOCC3)c2)c1 | 1 | -1 | -0.6 | -17 | -8 | -6 | 22
Cc1cc2c3c(c1)C1(C(=O)N3C(C)(C)CC2C)C(C#N)=C(N)Oc2n[nH]c(C)c21 (centres undefined) | 15 | x | x | 26 | x | x | 0
O=C(c1ccco1)N1CCN(C(=O)C2CC(c3ccccc3F)=NO2)CC1 (centres undefined) | -4 | -1 | 1.2 | 5 | -1 | x | -6
Cc1cc(NC(=O)c2cc3n(n2)C(C(F)(F)F)CC(c2ccco2)N3)no1 (centres undefined) | 3 | -4 | -1.1 | x | -28 | 12 | -4
CC(=O)Nc1ccc(S(=O)(=O)Nc2ccc3ccccc3n2)cc1 | x | 2 | 0.3 | 15 | 21 | 3 | -19
O=C1Cc2cc(S(=O)(=O)Nc3ccc(N4CCOCC4)cc3)ccc2N1 | x | 4 | -2.3 | -10 | -1 | -9 | -1
COc1ccccc1CNc1nc(NCCNC(C)=O)c2sccc2n1 | -1 | -1 | -2.6 | 26 | -12 | 5 | -3
CC(=O)N(C)C[C@H]1Oc2cc(-c3ccccc3C)ccc2S(=O)(=O)N([C@H](C)CO)C[C@H]1C | -2 | -2 | -1.7 | 6 | x | 5 | 4[16.7 µM]
O=C(NCC1CC1)[C@H]1N[C@H]2c3ccc(C4=CCCCC4)c(=O)n3C[C@H]2[C@@H]1CO | x | 1 | x | 13 | x | 1 | x
CCN(C(=O)CSc1nncn1-c1ccccc1)c1c(N)n(Cc2ccccc2)c(=O)[nH]c1=O | 4 | 0 | 0.2 | x | 56 | 4 | -12
CN1CCN(NC(=O)/C=C/c2cccc(Cl)c2)CC1 | 8 | u | -3.7 | 12 | -33 | -5 | -1
CCS(=O)(=O)N1CCCCN2[C@H](C1)[C@@H](c1ccc(-c3ccccc3)cc1)[C@@H]2CO | x | -3 | 0.8 | -1 | -20 | 1 | 16[16.7 µM]
CCC(=O)N1C[C@H](C)[C@H](OC)CN(C)C(=O)c2cc(NC(=O)C3CC3)ccc2OC[C@H]1C | -2 | -11 | -1.1 | 4 | x | 2 | 6[16.7 µM]
NS(=O)(=O)c1ccc(CCNCC(=O)N2CCC(Cc3ccccc3)CC2)cc1 | 6 | -5 | 0.3 | -8 | -13 | 11 | -18
O=C(C1CN(C(=O)c2cc3cc(Cl)ccc3o2)c2ccccc2O1)N1CCCCC1 (centres undefined) | 5 | -7 | 1.1 | -9 | 8 | 12 | 1
CN(C)/C=N/c1c(C#N)cnn1-c1ccc(C(F)(F)F)cn1 | x | 8 | 4.3 | 2 | x | 4 | -2
O=C(CCN1C(=O)/C(=C\c2cccs2)SC1=S)Nc1nccs1 | -6 | x | x | 6 | 6 | x | x
CCOc1ccc(Nc2nc(Cc3nnc(SCC(=O)NCC4CCCO4)n3C)cs2)cc1 (centres undefined) | x | 5 | 0.4 | -14 | x | 1 | 2
O=C(O)c1ccccc1C(=O)N1CCc2c([nH]c3ccccc23)C1C(F)(F)F (centres undefined) | -11 | -3 | -0.3 | -18 | 30 | 16 | 1
Cc1ccsc1C(=O)OCC(=O)c1ccc(OC(F)F)cc1 | -11 | -5 | -0.9 | 6 | -17 | -3 | 6
Cc1ccc(S(=O)(=O)NC2=C(N3CCN(c4ccccc4F)CC3)C(=O)c3ccccc3C2=O)cc1 | -7 | -2 | -1.3 | -21 | -3 | -70 | x
(next part)
SMILES | FN deposition inh | DENV2 CPE rescue | CFTR F508del cor | GSIS activator | PAX8 reporter | EWS-Fli inh | miR-122 sensor
COc1ccc(NC(=O)CN2C(=O)NC(CC(C)C)C2=O)cc1S(=O)(=O)N1CCOCC1 (centres undefined) | -8 | 19 | -2.0 | 22 | -6 | 3 | x
C[C@H]1CN([C@@H](C)CO)C(=O)c2cc(NC(=O)C3CC3)ccc2O[C@H]1CN(C)S(=O)(=O)c1cn(C)cn1 | x | 2 | 3.9 | 8 | x | -9 | 3[16.7 µM]
CO[C@@H]1CN(C)C(=O)c2cc(NC(=O)NC(C)C)ccc2OC[C@H](C)N(Cc2ccc(-c3ccccn3)cc2)C[C@@H]1C | 12 | 6 | 1.1 | -9 | x | 3 | -2[16.7 µM]
O=C(CSc1cc(Cl)ccc1Cl)NC1CC1 | 3 | 3 | -2.4 | 16 | -7 | -2 | 3
C[C@@H]1CCCCO[C@H](CN(C)C(=O)CCC(F)(F)F)[C@H](C)CN([C@@H](C)CO)C(=O)c2cc(NC(=O)c3ccccc3)ccc2O1 | -9 | 18 | -0.1 | -23 | -26 | 3 | -12[16.7 µM]
Cc1ccc(-c2nc3ccccn3c2NCc2ccc3c(c2)OCO3)cc1 | 1 | x | x | 9 | x | x | -1
Cc1noc(C)c1S(=O)(=O)Nc1ccc2c(c1)C(=O)N([C@H](C)CO)C[C@H](C)[C@H](CN(C)C)OCCCC[C@@H](C)O2 | 3 | -9 | -1.4 | 8 | -17 | -7 | 3[16.7 µM]
CC(C)/C=C1\CCc2c([nH]c3ccccc23)C1=O | 3 | -6 | -0.4 | -12 | -39 | -49 | x
Cc1cc(C(=O)Nc2cccc3c2O[C@H](CN(C)C(=O)Nc2c(C)noc2C)[C@H](C)CN([C@@H](C)CO)C3=O)n(C)n1 | 4 | -1 | -1.1 | 3 | x | -13 | -1[16.7 µM]
CN1CC(=O)N2C(c3ccc(Cl)cc3)c3[nH]c4ccccc4c3C[C@H]2C1=O (some centres undefined) | -2 | 7 | 0.3 | -21 | 103* | 49 | 38
COc1ccc(OC)c(NC(=O)CN2C(=O)C(=O)N(Cc3ccccc3)C2=O)c1 | -2 | -1 | -1.3 | -5 | -5 | 4 | 2
CN(C)C(=O)COC(=O)c1ccccc1Sc1ccccc1C#N | x | 4 | 0.4 | 27 | -2 | -6 | x
COc1cccc(-c2cnc3c(NC=O)cc(-c4ccc(O)c(OC)c4)cn23)c1 | 28 | 19 | -1.4 | 2 | -6 | 0 | -5
COc1ccc(N=C2SC(CC(=O)Nc3cccc(Cl)c3)C(=O)N2Cc2ccco2)cc1 (centres undefined) | x | x | x | -39 | -24 | 19 | -4
CCOc1cc(/C=C2\CN(C)C/C(=C\c3ccc(O)c(OCC)c3)C2=O)ccc1O | 7 | 14 | -4.1 | -18 | 5 | 53* | x
CCOc1ccc(/C=C/C(O)=C2/C(=O)NC3(C)CC2c2ccccc2O3)cc1OC (centres undefined) | 7 | 2 | -1.1 | 24 | 47 | 33 | 50
CN(CC(=O)Nc1ccc(OC(F)(F)F)cc1)C(=O)Cc1c(Cl)cccc1Cl | 4 | -4 | -0.6 | -50 | 19 | 3 | x
C[C@H]1CN([C@@H](C)CO)C(=O)Cc2cc(NC(=O)Cc3ccccc3)ccc2O[C@H]1CN(C)C(=O)Nc1ccccc1 | x | 11 | 0.1 | -5 | 9 | -2 | 5[16.7 µM]
C[C@H]1CN([C@@H](C)CO)C(=O)c2cc(N(C)C)ccc2O[C@@H]1CN(C)Cc1ccc2c(c1)OCO2 | -7 | -9 | -1.0 | 21 | -26 | -3 | 4[16.7 µM]
C[C@@H]1CCCCO[C@@H](CN(C)C(=O)Nc2ccc3c(c2)OCO3)[C@@H](C)CN([C@@H](C)CO)C(=O)c2cc(NS(=O)(=O)c3ccccc3)ccc2O1 | 7 | 0 | -0.8 | 12 | 9 | -10 | 14[16.7 µM]
Cn1c(=O)c2[nH]c(-c3ccc(S(=O)(=O)O)cc3)nc2n(C)c1=O | -5 | 0 | -0.3 | 5 | 14 | -5 | -7
Cn1c(=O)[nH]c(=O)c2c1nc(N1CCN(Cc3ccccc3)CC1)n2CCSc1ncccn1 | -1 | 1 | 1.0 | x | 2 | 3 | -6
O=C(O)CC(NC(=O)C12CC3CC(CC(C3)C1)C2)c1ccc(Cl)cc1 (centres undefined) | 6 | 0 | -1.0 | 21 | 0 | 2 | -6
COc1cc(C(=O)Nc2ccc(NC(=O)c3ccccc3)nc2)cc(OC)c1OC | 1 | 3 | 2.4 | 3 | -9 | -18 | x
Cc1ccc(C(C(=O)NC2CCCC2)N(C(=O)CNC(=O)c2cccs2)c2cccnc2)o1 (centres undefined) | 8 | x | x | 4 | 12 | x | 7

Entries above containing bromine (two):
SMILES | FN deposition inh | DENV2 CPE rescue | CFTR F508del cor | GSIS activator | PAX8 reporter | EWS-Fli inh | miR-122 sensor
CCCCOC(=O)c1ccc(NC(=O)c2nn(C)cc2Br)cc1 | -3 | x | x | x | -13 | x | -3
Cc1cc(/C=N/NC(=O)c2nn(C)cc2Cl)c(C)n1-c1cccc(Br)c1 | 2 | x | -2.5 | 3 | 31 | 3 | -7

More structures:
SMILES | FN deposition inh | DENV2 CPE rescue | CFTR F508del cor | GSIS activator | PAX8 reporter | EWS-Fli inh | miR-122 sensor
OCC[C@@H]1C[C@@H](O)[C@H](O)[C@]2(Cc3ccccc3CO2)O1 | -6 | 0 | -2.8 | 10 | -2 | 2 | 9
c1cc(-c2ccsc2)n2ccnc2c1 | x | u | 4.5 | 4 | -31 | -3 | 0
Cc1noc(C)c1NC(=O)N(C)C[C@H]1Oc2ncc(C#CCN(C)C)cc2C(=O)N([C@@H](C)CO)C[C@@H]1C | x | 3 | 0.6 | 4 | x | -3 | -3[16.7 µM]
CCN(C[C@H]1N[C@@](C)(C(=O)OC)[C@H]2C(=O)N(C)C(=O)[C@@H]12)S(=O)(=O)c1ccc(C)cc1 | 3 | -1 | 1.7 | 16 | 1 | 2 | x
O=C(Oc1ccc(/C=N/NC(=O)c2ccccn2)cc1)c1cccc(Br)c1 | 8 | 16 | -0.8 | 44* | -98 | x | -2
CS(=O)(=O)c1ccc(Cl)c(NC(=O)c2ccc3ccccc3c2)c1 | 7 | x | x | -1 | -25 | x | -4
CCN1C(=O)/C(=C\N(C)C)S/C1=N\S(=O)(=O)c1ccc(C)cc1 | -4 | 9 | 2.0 | 8 | -6 | -15 | 1
Fc1ccc(C[n+]2csc3ccccc32)cc1 | x | -2 | -1.4 | 6 | x | -19 | -1
CS(=O)(=O)Nc1ccc2c(c1)[C@@H]1C[C@@H](CC(=O)N3CCCCC3)O[C@H](CO)[C@@H]1O2 | -9 | 17 | -0.3 | 13 | -10 | 0 | 1[16.7 µM]
Cc1cc(C)c(S(=O)(=O)N2CCOC2CNC(=O)C(=O)NCCN2CCOCC2)c(C)c1 (centres undefined) | -7 | 19 | -3.2 | x | x | -3 | -2
COc1ccc(CCNC2=NCCS2)cc1OC | -7 | 1 | 0.6 | 18 | 17 | -15 | x
CCOc1ccc(NC(=O)c2sc3nc4n(c(=O)c3c2C)CCC4)cc1 | -1 | -3 | 0.6 | -2 | -30 | -25 | -9
CCCC(C(=O)NC1=NCCS1)c1ccccc1 (centres undefined) | -2 | -10 | 2.2 | 4 | -5 | 9 | x
O=C(COC(=O)c1ccco1)NC1CCCC1 | 4 | 5 | -3.5 | 25 | 6 | 3 | x
CN(C)S(=O)(=O)c1ccc(Cl)c(NC(=O)COC(=O)c2ccc(O)cc2)c1 | 14 | 7 | -1.6 | -15 | 12 | -8 | x
Cc1c(-c2ccccc2)c(=O)oc2cc(O)ccc12 | 8 | 1 | -0.8 | -1 | -1 | x | x
Cc1cc(/C=C\c2ccccc2)nc2ccccc12 | x | 5 | -3.5 | 19 | -107 | -75 | x

Rows are unselected. About 3.9% of those tested had a hit in this group.
